Source: PubChem BioAssay (several laboratories)
P. falciparum M1AAP: P. falciparum M1AAP inhibitors, biochemical, fluorogenic H-Leu-NHMec substrate, 1536-well (AID 1445) | Aminopeptidase N (Plasmodium falciparum (isolate 3D7)) | recombinant M1AAP, H-Leu-NHMec fluorogenic kinetic assay; higher % means a stronger effect | 220,000 compounds, 0.42% hits | one-dose inhibition, % at 30 µM; IC50 in µM for titrated hits;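 active = primary inhibition above the hit cutoff, then over 50% inhibition at one or more dose response concentrations, cut at about 23% in these data, passing the limit was not always enough; inconclusive = conflicting primary data, or primary hits not chosen for dose response; inactive = low primary inhibition, or under 50% at every dose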;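 also: plate controls were DMSO full reaction for no effect and no enzyme background for full effect; strong numbers were not always called active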
Dynein cargo inh: inhibitors of GR-EGFP nuclear translocation, primary screen, dynein cargo transport inhibitor project, imaging, high-content, 3617.4 mouse cells; test concentration mostly 20 µM; stimulated with dexamethasone, 1 µM; hits give low values; z-score, hits read low; 220,000 compounds, 0.47% hits;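 active = plate z-score of nuclear minus cytoplasmic receptor signal below a set negative limit, without overly bright fluorescence or cell loss, cut at about -3.5 in these data, passing the limit was not always enough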;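 also: z-score of nuclear minus cytoplasmic ring GR-EGFP intensity difference per well; some compounds called inactive have numbers as strong as hits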
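Buffer or medium: Induction medium lacking tetracycline, stripped serum | Also added: Dexamethasone agonist, 1.0 µM final, for 30 min | Timing: 48 h induction, 1 h compound, 30 min dex at 37 °C | Detection: Formaldehyde fixation, Hoechst nuclear stain, 10x automated fluorescence imaging | Measure: Nuclear versus cytoplasmic GR-EGFP signal, averaged per well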
Autophagy HCS: autophagy modulators in MEF cells, primary screen, imaging, high-content, MEF GFP-LC3; 190,000 compounds, 0.98% hits; AID 463193, 2010; MEF GFP-LC3 puncta imaging; test concentration mostly 10 µM; calls only at 10 µM (by protocol);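 active = percentage of spot-positive cells more than 3 SD above its plate mean, without a fluorescence outlier flag or 80% toxicity; inconclusive = no clear call, values can overlap the other calls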;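 also: spot-positive cell cutoff set from DMSO-treated cells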
Yfh1-off respiration: enhancers of respiration in Yfh1-depleted yeast, dose response, Friedreich's ataxia, plus single-dose screen (AID 1465) | S. cerevisiae Yfh1-off respiration, WST-1 reduction, 72 h; higher fold induction means a stronger effect | fold induction at 50 µM; hits with a dose series show EC50 in µM | 220,000 compounds, 0.074% hits;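 active = fold induction of absorbance versus untreated yeast above a set limit, then at least 30% activation at any dose in follow-up; inconclusive = repeats straddling the limit, or above it without dose testing; inactive = fold induction below the set limit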;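 also: activators that raise dye reduction in frataxin-depleted yeast; strong numbers were not always called active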
Lipid droplet: inhibitors of hepatocyte lipid droplet formation, primary screen, imaging, high-throughput imaging, BODIPY stain. inhibition, % at 6.5 µM. AML12 mouse hepatocytes, oleate lipid droplets. 240,000 compounds, 0.4% hits;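 active = lipid droplet intensity inhibited by at least 50%, with more than 500 cells counted; inconclusive = wells with under 300 cells, treated as cytotoxic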
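Assay system: AML12 hepatocytes (mouse); Probe or stimulus: oleic acid at 100 µM to induce lipid droplet formation; Dosing: compound at 6.5 µM only; Schedule: compound with oleate, overnight; Detection: fluorescence imaging, 20x objective, two fields per well; Measure: % inhibition of lipid droplet signal.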
Ins promoter up: insulin promoter activators in MIN6 cells, imaging, high-content screening, mouse beta cells. MIN6 insulin promoter-GFP reporter; hits give high values. z-score at 5 µM. 190,000 compounds, 0.3% hits;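 active = z-score above 3 at 5 µM with at least 500 cells counted in the well; inconclusive = wells under 500 cells, flagged as cytotoxic or low count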
M17LAP inhibition: P. falciparum M17LAP inhibitors, primary screen, biochemical, fluorogenic H-Leu-NHMec substrate, 1536-well (AID 1619); recombinant M17LAP, H-Leu-NHMec fluorogenic kinetic assay; higher % means a stronger effect; 220,000 compounds, 0.38% hits; one-dose inhibition, % at 30 µM; IC50 in µM for titrated hits;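 active = compound inhibiting the enzyme by more than half at any dose during confirmatory dose-response retesting; inconclusive = strong single-dose inhibitors picked by rank but not retested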;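 also: plate controls were full reaction with DMSO carrier for no effect and no enzyme background for full effect; strong numbers were not always called active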
MT stabilizer: microtubule stabilizers in HeLa cells, primary screen, imaging, high-content imaging | HeLa tubulin immunostaining HCS, 24 h; share of cells brighter than vehicle mean+2SD | % tubulin-high responders, % at 10 µM | 200,000 compounds, 0.83% hits | AID 2205, 2009;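 active = plate Z-score above 3 for both tubulin-high and condensed-nucleus cell shares, with cell loss under 80%, at 10 µM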;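 also: anti alpha tubulin signal scored within the nucleus-defined area of each cell; some results filed as inactive read as strong as hits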
ER stress rescue: rescue of cells from ER stress-induced death, primary screen, 384-well, CSM14.1, thapsigargin, ATP luminescence (AID 1222); CSM14.1 thapsigargin-induced death rescue, ATP luminescence; higher % means a stronger effect; cellular ATP content (survival), % at 20 µM; hits with a dose series show EC50 in µM; 190,000 tested, under 10 active;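 active = EC50 below 50 µM in the dose-response confirmation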;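 also: death triggered by thapsigargin at about 15 µM added after 2 h compound pretreatment; cell ATP read after overnight thapsigargin exposure of roughly 18 to 22 hours; normalized against plate controls of thapsigargin alone and 5% DMSO vehicle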
Dynein cargo inh cytoplasmic EGFP: further read-out of Dynein cargo inh, marked with its call; z-score; measured here: cytoplasmic GR-EGFP intensity; hits give high values
Dynein cargo inh nuclear GR-EGFP: second read-out of Dynein cargo inh, no call of its own (marks repeat the call); z-score; measured here: nuclear GR-EGFP intensity;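 lower value marks the stronger effect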
Dynein cargo inh cell count: also measured in Dynein cargo inh; calls as there; z-score; measured here: cell count per field
Ins promoter up cell count: further read-out of Ins promoter up, marked with its call; cell count; measured here: cytotoxicity, nuclei count;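 total cells summed across four imaged fields per well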
Lipid droplet cells 6.5 µM: further read-out of Lipid droplet, marked with its call; cell count; measured here: cell count, cytotoxicity flag;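 cells counted across two imaged fields per well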
MT stabilizer Hoechst-high %: further read-out of MT stabilizer, marked with its call; % Hoechst-high responders; measured here: nuclear condensation Hoechst responders;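 share of cells brighter than vehicle mean plus two SD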
MT stabilizer cytotoxicity %: recorded beside MT stabilizer, whose call it bears; toxicity, %; measured here: cytotoxicity by cell density;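 0% = mean cell density of plate MIN control wells and 100% = no cells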
Autophagy HCS cell loss 18 h: further read-out of Autophagy HCS, marked with its call; toxicity, %; measured here: cell loss, nuclei count;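 cell loss after 18 h compound exposure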
Active calls of the source: *; i = inactive; ? = inconclusive; / = not tested or not shown. Rows are unselected; 3.5% or so of the library scored in one or more.

Second line of a record: P. falciparum M1AAP | Dynein cargo inh | Dynein cargo inh cytoplasmic EGFP | Dynein cargo inh nuclear GR-EGFP | Dynein cargo inh cell count | Autophagy HCS | Autophagy HCS cell loss 18 h | Yfh1-off respiration | Lipid droplet | Lipid droplet cells 6.5 µM | Ins promoter up | Ins promoter up cell count | M17LAP inhibition | MT stabilizer | MT stabilizer Hoechst-high % | MT stabilizer cytotoxicity % | ER stress rescue
> O=C(NCc1ccc(Cl)cc1)c1ncn[nH]1
 : 3% | 0.22 | -0.011 | -0.011 | 0.11 | i | 5 | i | -4 | 571 | 0 | 1517 | 3% | 2.8 | 2.3 | 9.3 | -1.0%
> COC(=O)c1ccc(CSc2nnc(NC(C)C)s2)cc1
 : -6% | 0.81 | 0.031 | -0.57 | -0.25 | i | 3 | i | / | / | -0.14 | 1505 | -1% | 2.3 | 1.5 | 8.2 | -1.0%
> CC(=O)NCCC(=O)Nc1cccc(S(=O)(=O)N(C)c2ccccc2)c1
 : 1% | -0.28 | -0.071 | -0.088 | 0.56 | i | 5 | i | 6 | 677 | 0.1 | 1323 | 2% | 2.1 | 2.5 | 6.8 | -3.4%
> CC(C)OC(=O)NCN1C(=O)C2C3C=CC(C3)C2C1=O (centres undefined)
 : 1% | 0.24 | -0.16 | -0.75 | -1 | i | 1 | i | / | / | 0.08 | 1692 | -7% | 2.6 | 1.9 | 4.4 | 1.6%
> Cc1[nH]c2ccccc2c1/C=N/NC(=S)NC(C)C
 : 1% | 2.3 | 0.72 | 2 | -2 | i | 22 | i | / | / | 0.51 | 1302 | -1% | 7.1 | 1.5 | 1.3 | 0.8%
> Cc1cccc(-c2c3c(=O)n(C)c(=O)n(C)c3cn2-c2ccccc2O)c1
 : ? | -0.18 | -0.21 | -0.044 | 0.12 | i | -3 | i | / | / | 0.01 | 911 | 7% | 2.7 | 1.0 | 6.6 | -1.7%
> Cc1cc2n(n1)C(c1ccsc1)Nc1ccccc1-2 (centres undefined)
 : 1% | 1.9 | -0.19 | 0.46 | -0.25 | i | -8 | i | -1 | 789 | -0.21 | 1380 | -9% | 3.5 | 1.4 | 1.4 | -2.9%
> O=C(CSc1ccccn1)N1CCN(c2ncc(C(F)(F)F)cc2Cl)CC1
 : 2% | -0.15 | -0.2 | -0.11 | 0.18 | / | / | i | -4 | 735 | -0.15 | 1457 | -3% | / | / | / | /
> COc1cc(OC)cc(C(=O)NC(=S)Nc2cccnc2)c1
 : 16% | -0.31 | -0.13 | -0.44 | 1.2 | i | 10 | i | / | / | 0.45 | 1408 | -8% | 3.4 | 1.8 | 7.9 | -0.2%
> CC(C)=CCC/C(C)=C/CC/C(C)=N/O
 : 4% | 0.091 | -0.18 | 0.16 | 0.018 | i | 13 | i | / | / | 0.58 | 1114 | 1% | 2.4 | 2.3 | 11 | -2.5%
> CCCCN(C(=O)CCC(=O)Nc1cc(C)on1)C(C(=O)NC(C)(C)CC)c1cccc(OC)c1OC (centres undefined)
 : 1% | -0.47 | 0.023 | 0.14 | 1.1 | / | / | i | 4 | 618 | 0.29 | 1063 | 1% | / | / | / | /
> CC(C)N1CCC(N2CCN(C/C=C/c3ccccc3)CC2CCO)CC1 (centres undefined)
 : 2% | 0.57 | -0.2 | 0.25 | -0.24 | i | 0 | i | 23 | 723 | -0.16 | 1492 | -5% | 3.1 | 1.9 | 10 | -0.8%
> CCn1c(CSc2nc3ccccc3s2)nnc1SCC(=O)c1ccc(Cl)cc1
 : 11% | 0.3 | 0.29 | 0.92 | 0.79 | i | 26 | i | 14 | 797 | / | / | 11% | 1.0 | 1.2 | 1.1 | -0.5%
> CCc1ccccc1N(CC)C(=O)c1cn(C)c(=O)c2cc(OC)c(OC)cc12
 : 5% | -0.79 | -0.067 | -0.21 | 0.71 | i | 10 | i | -8 | 724 | -0.35 | 1926 | 2% | 2.6 | 5.0 | 4.3 | -1.4%
> Cc1nc2c(C#N)cnn2c2c1CCN2CC1CCCO1 (centres undefined)
 : 2% | -0.4 | -0.3 | 0.38 | -0.21 | i | 0 | i | 4 | 682 | -0.1 | 1704 | 1% | 2.5 | 2.2 | 7.5 | 2.3%

Carrying on.
Second line of a record: P. falciparum M1AAP | Dynein cargo inh | Dynein cargo inh cytoplasmic EGFP | Dynein cargo inh nuclear GR-EGFP | Dynein cargo inh cell count | Autophagy HCS | Autophagy HCS cell loss 18 h | Yfh1-off respiration | Lipid droplet | Lipid droplet cells 6.5 µM | Ins promoter up | Ins promoter up cell count | M17LAP inhibition | MT stabilizer | MT stabilizer Hoechst-high % | MT stabilizer cytotoxicity % | ER stress rescue
> CCOC(=O)COc1c(OC)cc(Cl)cc1C1Nc2ccccc2C(=O)N1c1ccccc1 (centres undefined)
 : 11% | 0.33 | -0.049 | 0.63 | 0.61 | i | 30 | i | -1 | 739 | -0.63 | 931 | -31% | 2.5 | 1.0 | 5.7 | 0.8%
> Cn1c(CN2CCCC2)nc2cc(NS(=O)(=O)c3ccccc3)ccc21
 : 10% | -0.8 | -0.02 | -0.31 | 0.23 | i | 28 | i | 19 | 736 | 0.8 | 1279 | 7% | 2.0 | 1.8 | 7.1 | 5.0%
> O=C(O)c1ccc2c(c1)C(=O)N(N1C(=O)c3ccccc3C1=O)C2=O
 : 7% | -0.12 | -0.24 | 0.02 | 0.12 | i | 14 | i | -4 | 637 | -0.36 | 1426 | -17% | 2.7 | 2.2 | 1.5 | -0.7%
> Nn1c(SCc2nc3ccccc3[nH]2)nnc1-c1cccnc1
 : 8% | 1.4 | -0.19 | 1.2 | -0.048 | i | 27 | i | / | / | / | / | 7% | 2.3 | 1.8 | 1.4 | 1.3%
> O=C1CC(c2ccccc2)CC(=O)C1=CN1CCCC1 (centres undefined)
 : 9% | -0.093 | -0.24 | 0.39 | 0.71 | / | / | i | -4 | 678 | 0.88 | 1099 | -9% | / | / | / | /
> NS(=O)(=O)c1ccc(NC(=S)NC(=O)c2cccs2)cc1
 : 12% | -0.63 | -0.25 | -0.35 | 1.1 | / | / | i | / | / | 1.5 | 1379 | -3% | / | / | / | /
> COc1cc([N+](=O)[O-])ccc1NC(=O)CSc1nnc(C)c(C)n1
 : 0% | 0.45 | -0.16 | 0.41 | -0.18 | i | -13 | i | -15 | 632 | 0.09 | 1475 | 26% | 1.7 | 1.0 | 3.8 | 1.0%
> Cc1ccc(C(O)CSc2nnc(-c3ccc4ccccc4c3)n2C)cc1 (centres undefined)
 : 10% | 0.056 | -0.26 | -0.24 | 0.21 | / | / | i | / | / | -1.1 | 1364 | -2% | / | / | / | /
> CCCCN(CC)CCCNC(=O)c1cc2cc3ccc(OC)cc3nc2o1
 : 30% | -0.24 | 0.11 | -0.037 | 0.56 | i | -3 | / | / | / | -0.39 | 1579 | i | 1.9 | 1.8 | 10 | -1.1%
> CC(C(=O)Nc1cccnc1)C1Sc2ccccc2NC1=O (centres undefined)
 : 6% | -0.15 | -0.21 | 0.16 | -0.84 | i | 13 | i | -7 | 753 | 0.28 | 1348 | 17% | 3.0 | 3.3 | 8.9 | 0.2%
> COc1ccc(C(=O)O/N=C(\N)Cc2ccc(Cl)cc2)cc1OC
 : -1% | 1.7 | -0.067 | 1.7 | -2.7 | i | 13 | i | / | / | -0.11 | 1472 | 5% | 7.9 | 1.3 | 31 | -1.4%
> COc1ccc(-c2nc3ccccc3c(=O)n2-c2c(C)n(C)n(-c3ccccc3)c2=O)cc1
 : 2% | 0.13 | -0.28 | 0.19 | 0.46 | / | / | i | -7 | 738 | -0.1 | 1046 | -2% | / | / | / | /
> O=C(COC(=O)c1ccc2c(c1)OCCO2)NCCC1=CCCCC1
 : 3% | -0.32 | 1.1 | 0.064 | 0.4 | i | -14 | i | / | / | -0.13 | 1190 | 7% | 1.2 | 1.5 | 5.5 | -2.6%
> O=C(NCc1ccccc1)c1ccc2c(c1)C(=O)N(CC1CCCO1)C2=O (centres undefined)
 : 0% | -0.35 | -0.13 | 0.12 | 0.52 | i | -3 | i | / | / | 0.77 | 1453 | -6% | 2.9 | 1.9 | 9.9 | -0.8%
> CCOc1cc(CNc2ccc3[nH]c(=O)[nH]c3c2)ccc1OCC(=O)NC(C)(C)C
 : 15% | -0.41 | -0.2 | -0.57 | -0.56 | i | 0 | i | 2 | 698 | -0.14 | 1205 | -6% | 3.3 | 1.7 | 1.1 | /
> C=CCn1c(-c2ccc3ncccc3c2)n[nH]c1=S
 : 9% | -0.56 | -0.21 | 0.15 | -0.0057 | / | / | i | -4 | 745 | -0.48 | 1018 | 0% | / | / | / | /
> CC[N+](CC)(CC)CC(=O)Nc1ccc(SC(F)F)cc1
 : 10% | -0.057 | -0.35 | 0.47 | -0.4 | i | 9 | i | -9 | 689 | -0.5 | 1247 | -5% | 2.4 | 0.9 | 18 | 0.2%
